Screens: PubChem, National Center for Advancing Translational Sciences (NCATS)
HT1080 IDH1KD tx = kills HT-1080 cells with IDH1 knockdown | HT-1080 IDH1 knockdown viability, ATP luminescence, 48 h | Potency, µM (doses to about 46.1 µM), without a hit: at the top dose activity, negative = toxicity, actives largely listed as cytotoxic | hit rate 2% among 360,000;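 also: potency is read from the fitted curve at half-maximal effect; 0% = DMSO wells and -100% = cell-free medium wells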
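Knockdown cells (IDH1KD HT-1080) received compounds 2 h after plating at 750 cells/well and were kept 48 h at 37 °C in 5% FBS RPMI. A CellTiter-Glo luminescence read gave % activity for curve fitting.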
MCF10A rereplic = DNA re-replication induction in MCF 10a cells | MCF 10A DNA re-replication, Hoechst nuclear intensity, 48 h | Potency, µM (highest dose often 46.1 µM), inactives show at the highest dose activity, positive = re-replication, usual class: activators | hit rate 2.9% among 350,000; also: potency is read from the fitted curve at half-maximal effect; % of control where 0% means no effect; nearly all actives have a fitted effect of over 50% in size
HT1080-NT tox = kills 2HG-producing HT-1080-NT fibrosarcoma cells | HT-1080-NT fibrosarcoma viability, CellTiter-Glo ATP luminescence, 48 h | Potency, µM (doses to about 46.1 µM), for inactives: top-dose activity, negative = less viability, most hits filed as cytotoxic | hit rate 1.6% among 360,000 | AID 686970;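 also: NT is the 2HG producing partner of a matched IDH1 knockdown line; potency is read from the fitted curve at half-maximal effect; 0% = DMSO-treated cells and -100% = media-only wells without cells; nearly all actives have a fitted effect of over 55% in size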
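Fibrosarcoma NT cells, 750 per well in 5% FBS RPMI, were exposed to compound for 48 hours. Viability: CellTiter-Glo luminescence.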
KB-3-1 cytotox = kills parental KB-3-1 adenocarcinoma cells; Potency, µM (highest dose often 46.1 µM), for inactives: top-dose activity change, negative = cytotoxic, actives largely listed as cytotoxic; hit rate 1.4% among 400,000; KB-3-1 viability, CellTiter-Glo ATP luminescence, 72 h; also: potency is read from the fitted curve at half-maximal effect; % is scaled to controls: 0 for no effect and ±100 for the full control effect; nearly all actives have a fitted effect of over 60% in size
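Parental KB-3-1 adenocarcinoma cells in phenol-red-free DMEM with 10% FBS were pin-treated with compounds at several concentrations, incubated 72 h at 37 °C, and viability read by CellTiter-Glo luminescence; concentration-effect curves were fitted after normalization.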
IL-1B inflam inh = blocks inflammasome-driven IL-1 beta release. THP-1 LPS/ATP IL-1B secretion, AlphaLISA, 16 h; hits give low values. hit rate 4.7% among 360,000. activity change, % at 57.5 µM; in the data active = activity change below about -50%; inconclusive = mostly about -30% to -49%; also: % is scaled to controls: 0 for no effect and ±100 for the full control effect
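Secreted IL-1B measured by AlphaLISA bead assay after 16 h compound exposure of THP-1 cells; compounds (final up to 57.5 uM) added 1 h before LPS (250 ng/mL) and ATP (1.25 mM) stimulation; lower signal means less secretion.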
ATXN2 expr inh = ATXN2 expression inhibition; HEK-293 ATXN2-luciferase reporter, luminescence, 24 h; Potency, µM (titrated, usually from 57 µM), without a hit: top-dose activity change, negative = inhibition, hits mostly inhibitors; hit rate 0.72% among 360,000; also: potency is read from the fitted curve at half-maximal effect; % is scaled to controls: 0 for no effect and ±100 for the full control effect; nearly all actives have a fitted effect of over 55% in size
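ATXN2-luciferase reporter cells (luciferase flanked by upstream and downstream ATXN2 gene portions) were treated 24 h at 37 °C with compounds at up to 57 uM. SteadyGlo luminescence gave expression; GF-AFC fluorescence gave viability.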
SW480 rereplic = inducers of DNA re-replication in SW480 colon cancer cells; SW480 DNA re-replication, Hoechst DNA content imaging, 48 h; Potency, µM (doses to about 46.1 µM), inactives show at the top dose re-replication activation, hits mostly activators; hit rate 1.8% among 340,000; AID 624297; also: potency is read from the fitted curve at half-maximal effect; % of control where 0% means no effect; nearly all actives have a fitted effect of over 55% in size
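Compounds, transferred as 23 nL by pin tool, were incubated with cells for 48 hr; DNA content per nucleus was then quantified by Hoechst staining and fluorescence plate imaging.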
KB-V1 MDR tox = kills drug-selected multidrug resistant KB-V1 cells. KB-V1 MDR cells viability, CellTiter-Glo, 72 h. Potency, µM (series often up to 46.1 µM), for the others: at the top dose activity change, negative = cytotoxicity, most hits filed as cytotoxic. hit rate 3.4% among 400,000. AID 1347076; also: potency is read from the fitted curve at half-maximal effect; % is scaled to controls: 0 for no effect and ±100 for the full control effect; nearly all actives have a fitted effect of over 60% in size
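KB-V1 MDR subline cells in DMEM (phenol-red free, 10% FBS) exposed to compounds in qHTS concentration series for 72 h at 37 degrees C. Viability read by CellTiter-Glo luminescence; concentration-effect curves fitted after normalization and correction.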
WRN inhibitor = inhibitors of human WRN helicase; Q14191; AID 651768; hit rate 0.46% among 360,000; WRN helicase unwinding, fluorescent forked duplex, kinetic; Potency, µM (top dose mostly 114 µM), for inactives: top-dose activity change, negative = inhibition, hits mostly inhibitors; also: potency is read from the fitted curve at half-maximal effect; % is scaled to controls: 0 for no effect and ±100 for the full control effect; nearly all actives have a fitted effect of over 55% in size
Target sequence (Q14191 whole entry, looked up): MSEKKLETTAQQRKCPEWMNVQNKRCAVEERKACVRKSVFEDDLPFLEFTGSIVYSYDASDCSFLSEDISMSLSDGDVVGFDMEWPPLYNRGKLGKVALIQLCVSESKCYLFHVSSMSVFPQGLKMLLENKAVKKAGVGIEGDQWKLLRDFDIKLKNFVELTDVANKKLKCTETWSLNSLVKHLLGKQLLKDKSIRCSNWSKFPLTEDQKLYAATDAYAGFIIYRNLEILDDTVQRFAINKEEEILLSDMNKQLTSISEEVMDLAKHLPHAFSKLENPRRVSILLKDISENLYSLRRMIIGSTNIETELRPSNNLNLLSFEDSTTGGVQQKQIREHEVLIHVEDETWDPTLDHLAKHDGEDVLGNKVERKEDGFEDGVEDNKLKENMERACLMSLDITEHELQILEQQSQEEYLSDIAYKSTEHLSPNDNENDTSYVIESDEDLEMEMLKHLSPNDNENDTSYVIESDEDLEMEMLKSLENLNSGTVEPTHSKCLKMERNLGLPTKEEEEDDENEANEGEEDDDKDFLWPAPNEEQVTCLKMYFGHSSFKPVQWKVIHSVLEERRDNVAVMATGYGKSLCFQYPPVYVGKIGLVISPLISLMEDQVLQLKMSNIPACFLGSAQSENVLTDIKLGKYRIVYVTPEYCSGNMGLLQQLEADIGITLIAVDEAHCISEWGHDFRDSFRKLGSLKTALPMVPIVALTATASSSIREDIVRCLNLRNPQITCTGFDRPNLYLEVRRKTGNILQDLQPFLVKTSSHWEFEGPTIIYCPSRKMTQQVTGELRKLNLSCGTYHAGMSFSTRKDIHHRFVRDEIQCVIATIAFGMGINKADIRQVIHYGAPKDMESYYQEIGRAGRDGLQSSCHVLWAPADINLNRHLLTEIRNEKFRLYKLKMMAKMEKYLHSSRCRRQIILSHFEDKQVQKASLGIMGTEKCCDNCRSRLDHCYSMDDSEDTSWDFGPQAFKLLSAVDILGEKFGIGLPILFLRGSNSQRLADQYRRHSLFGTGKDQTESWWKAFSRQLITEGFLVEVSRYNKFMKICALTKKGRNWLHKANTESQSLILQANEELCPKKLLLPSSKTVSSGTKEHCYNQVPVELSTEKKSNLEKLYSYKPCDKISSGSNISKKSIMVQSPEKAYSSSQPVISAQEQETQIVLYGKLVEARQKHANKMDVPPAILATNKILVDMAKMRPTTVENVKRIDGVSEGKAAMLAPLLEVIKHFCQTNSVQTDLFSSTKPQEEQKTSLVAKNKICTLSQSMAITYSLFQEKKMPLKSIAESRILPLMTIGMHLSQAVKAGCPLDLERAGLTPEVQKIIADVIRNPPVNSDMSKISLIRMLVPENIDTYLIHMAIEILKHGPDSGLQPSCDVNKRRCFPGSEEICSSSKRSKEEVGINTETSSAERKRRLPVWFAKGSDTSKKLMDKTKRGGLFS
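Enzyme (20 nM final) and test compound sit together 15 min at room temperature before substrate addition. Substrate is a single-forked duplex oligonucleotide (100 nM) labelled with fluorophore and quencher, with 2 mM ATP; helicase unwinding raises red fluorescence, read kinetically.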
Numbers without * were called inactive; i = inactive; ? = inconclusive; · = no result given; [ ] = dose if it differs, or a comment. Unless noted, calls follow the shape of the dose curve; as a rule, active = well fitted curve in the direction sought with a large enough effect; inconclusive = small, poorly fitted or top-dose-only effect, or another doubt; inactive = no such curve, though single readings can be large; an effect the other way counts as inactive or inconclusive.

SMILES | HT1080 IDH1KD tx | MCF10A rereplic | HT1080-NT tox | KB-3-1 cytotox | IL-1B inflam inh | ATXN2 expr inh | SW480 rereplic | KB-V1 MDR tox | WRN inhibitor
BrC(/C=N/N1CCN(Cc2ccccc2)CC1)=C/c1ccccc1 | 6.8% | 5.5% | -5.7% | 1.4% | -81.5* | -16.6% | ? | ? | -4.0%
O=C(COc1ccccc1)c1cn(CC(=O)N2CCCC2)c2ccccc12 | -4.3% | -1.7% | -4.6% | 3.5% | 0.0 | 4.0% | 7.2% | -2.5% | -9.6%
CCCOc1ccc(C(O)CCNC(CC(=O)O)c2ccccc2)cc1 (stereo unspecified) | 3.9% | 3.4% | -0.3% | 0.4% | 0.0 | 0.1% | 15.7% | 2.2% | -3.1%
COc1ccc([C@H]2C[C@H](O)[C@@H](n3cc(-c4ccc(F)cc4)nn3)CN2CC2CCCCC2)cc1 | 6.5% | · | 20.5% | ? | 13.2 | ? | · | ? | 1.8%
CC(=O)c1ccc(OC2(C)CCN(CCOc3ccc(C)cc3)C2)cc1 (stereo unspecified) | -5.1% | · | -24.3% | -0.3% | -11.7 | -13.2% | · | -5.5% | -2.1%
Oc1cccc2ccc(/C=C/c3ccccc3Cl)nc12 | -28.1% | 12.8% | -9.6% | -20.3% | 28.6 | · | ? | -3.9% | -11.7%
O=C(Cn1nnc(-c2cccc(C(F)(F)F)c2)n1)N1CCCCCC1 | -8.6% | 13.0% | -2.2% | 12.3% | 1.9 | 5.8% | -3.2% | 13.6% | -8.8%
Cc1nc2ccccc2c2oc(C(=O)NCCCN3CCCC3=O)cc12 | -7.9% | -3.5% | -17.9% | -0.2% | 20.9 | 5.2% | -6.0% | -2.5% | 3.8%
CC12CCC(C(=O)NCc3ccccc3Cl)(C(Br)C1=O)C2(C)C (stereo unspecified) | -0.6% | -0.3% | -5.8% | -7.7% | 0.0 | 0.6% | ? | -64.7% | -3.5%
Nc1nc(SCc2cccnc2)c2ncn(C3OC(CO)C(O)C3O)c2n1 (stereo unspecified) | 8.3% | ? | 21.4% | -1.7% | -2.9 | -0.7% | -8.0% | 2.3% | 4.9%
O=C(CCC(=O)N1CCN(S(=O)(=O)c2ccc(Cl)cc2)CC1)Nc1cccc(Br)c1 | -0.8% | -65.8%[inhibitor] | 13.2% | 20.4% | 1.6 | 10.9% | ? | -23.8% | -1.3%
CC(C)(C)S(=O)N1Cc2cc(C(=O)NCCCN3CCOCC3)nc(-c3cccc(-c4cc5ccccc5o4)c3)c2[C@@H]1CCO (stereo partly specified) | ? | · | ? | ? | -8.6 | -4.3% | · | -5.5% | 3.8%
CCOC(=O)C1CC2CC(C1)CN(C(=O)C1CCCCC1)C2 (stereo unspecified) | 0.4% | 0.9% | 8.4% | -1.0% | 15.2 | -14.3% | -46.3%[inhibitor] | -20.4% | 0.6%
COc1cc(OC)cc(C(=O)OCc2ccc([N+](=O)[O-])cc2)c1 | -0.5% | -5.1% | 7.3% | -3.1% | 5.7 | -0.5% | ? | -19.1% | -5.1%
N#CC1=C(N)Oc2ccc3ccccc3c2C1c1cccnc1 (stereo unspecified) | ? | 1.64µM* | 8.2µM* | ? | 0.0 | · | 4.61µM* | 5.17µM* | -5.4%
COc1ccc(C(=O)NC(=S)N2CCCc3ccccc32)cc1OC | -4.8% | -1.3% | -1.9% | 7.5% | 49.7 | 2.9%[11.3 µM] | -8.5% | -9.1% | -2.1%
COc1cccc(CN(C)CC(=O)Nc2ccccc2C(=O)Nc2ccccc2)c1OC | -17.5% | 5.6% | -13.8% | -12.1% | -6.1 | 16.3% | -0.1% | ? | -6.0%
COc1ccc(-n2nc3c(c2NC(=O)c2c(-c4ccccc4Cl)noc2C)CS(=O)(=O)C3)cc1 | 0.4% | 7.3% | -4.1% | 14.2% | 0.0 | -2.2% | 3.0% | 9.2µM* | -6.5%
C=CCNC(=O)c1ccc(Cl)cc1Cl | 8.6% | 14.1% | 20.2% | -12.5% | -29.8 | 3.8% | -2.2% | 16.4% | 9.2%
O=C(O)c1ccc(S(=O)(=O)c2ccccc2)cc1 | 2.2% | 2.9% | -1.6% | -9.4% | -5.6 | -0.4% | -12.0% | -1.5% | 4.8%
CN(C)c1ncnc2c1ncn2[C@H]1CN(Cc2ccco2)C[C@@H](CO)O1 | 10.4% | · | 17.4% | 0.0% | -0.8 | -4.1% | · | 3.0% | -3.9%
CC1CCN(CC(O)CN2c3ccccc3Sc3ccccc32)CC1 (stereo unspecified) | 11.3% | 5.4% | -2.4% | -3.8% | 0.0 | · | 3.2% | -0.1% | -10.2%
Cc1nn(C)c(C)c1S(=O)(=O)N1CCCC(C(=O)N2CCN(c3ccccc3)CC2)C1 (stereo unspecified) | 1.6% | 6.0% | -1.5% | ? | 16.3 | -1.5% | -3.6% | -3.7% | 5.2%
O=C(CN1CCCC1)N1c2ccccc2Sc2ccc(C(F)(F)F)cc21 | -1.7%[9.24 µM] | ? | -6.8% | -13.0% | -2.6 | -1.3% | -8.0% | ? | -4.2%
CNC(=S)N/N=C(\C)c1ccc2c(c1)OCCO2 | 19.8% | -2.8% | 29.6% | -14.7% | 13.0 | 22.7% | -5.4% | ? | 1.7%
CN(C(=O)COC(=O)/C=C/c1cccc([N+](=O)[O-])c1)C1CCS(=O)(=O)C1 (stereo unspecified) | 16.4µM* | 21.1% | 23.1µM* | ? | -9.4 | -24.9% | -2.0% | -19.9% | -6.4%
CC1(C)CC(=O)C(C=NCCN2CCN(CCCCS(=O)(=O)O)CC2)=C(O)C1 | -5.5% | 0.4% | 20.8% | -4.2% | 10.6 | 4.2% | -1.5% | -6.6% | 4.4%
COC(=O)COc1ccc(/C=N/NS(=O)(=O)c2ccccc2)cc1 | 3.0% | -3.5% | -2.6% | 1.9% | -92.5* | -12.5% | -0.6% | 0.0% | 8.8%
Cc1ccc2oc(=O)c3cnn(CC(=O)NCCN4CCOCC4)c3c2c1 | 8.5% | 4.9% | 24.5% | 7.2% | 22.1 | -23.2% | -3.3% | 0.8% | 6.7%
CCC(C)n1c(SCC(=O)Nc2cc(C(C)(C)C)nn2-c2ccccc2)nc2ccccc2c1=O (stereo unspecified) | -22.1% | ? | -23.0% | -9.8% | -28.5 | · | ? | -19.0% | 0.1%
N#CC1=C(SCc2ccccc2Cl)NC(=O)C(C(N)=O)C1 (stereo unspecified) | 2.5%[9.24 µM] | 4.5% | -1.3% | -16.6% | 0.3 | 1.8% | 0.7% | 1.9% | -5.2%[57.1 µM]
Cc1ccc2cc(C3CC(c4ccco4)=NN3S(C)(=O)=O)c(Cl)nc2c1 (stereo unspecified) | -8.3% | -2.5% | -1.1% | 10.6% | -9.9 | 2.5% | -4.3% | -13.9% | -25.4%
CC(=O)c1cccc(CN2CCCC(C(=O)Nc3cccc(-n4cccn4)c3)C2)c1 (stereo unspecified) | -1.9% | 12.9% | -13.7% | 8.5% | i | -7.1% | -25.8% | -33.8% | -6.0%
COc1ccc(-c2ccc(S(=O)(=O)NCC3CCCO3)cc2)cc1 (stereo unspecified) | -19.0% | -8.8% | -21.1% | -2.5% | 4.6 | -21.5% | -234.5%[inhibitor] | 22.9% | -2.7%
COc1cc(Cl)ccc1OC1(C)CCN(Cc2ccc(-c3ccccn3)cc2)C1 (stereo unspecified) | ? | · | 16.4µM* | 0.0% | -12.9 | -37.9% | · | -3.2% | -5.6%
COCCn1c(SCC(=O)NCc2ccco2)nnc1-c1c[nH]c2ccccc12 | 6.2% | 4.4% | ? | 0.3% | 16.7 | 4.3% | -5.0% | 29.3% | 3.3%
O=C(NNC1=NCCCCC1)c1ccccc1 | 0.5% | 6.3% | 12.6% | 4.2% | -8.5 | 1.7% | -2.3% | 4.7% | 2.9%
Cc1cc2c(c(=O)o1)C(CC(C)C)C(C#N)=C(N)O2 (stereo unspecified) | 19.2% | 0.7% | 15.6% | 23.2% | 10.1 | -9.5% | -1.6% | 21.3% | -4.6%
Cc1cc(C)cc(NC(=S)NCCN2CCOCC2)c1 | 1.7% | ? | 2.4% | 25.0% | -4.8 | 0.2% | 1.9% | -4.2% | -1.5%
Cc1ccc(/C(O)=C2\C(=O)C(=O)N(CC(C)O)C2c2cccc(F)c2)cc1 (stereo unspecified) | 3.6% | -2.9% | 1.6% | 2.5% | 15.0 | 0.4% | -1.2% | 9.8% | 0.3%
O=C(NC1CC1)C(=O)c1c[nH]c2ccccc12 | 10.7% | -16.1% | 10.8% | 5.6% | 0.0 | 21.1% | -15.7% | 14.8% | 0.7%
CCN(C[C@H]1N[C@@](C)(C(=O)OC)[C@H]2C(=O)N(Cc3ccccc3)C(=O)[C@@H]12)S(=O)(=O)c1ccc(F)cc1 | 2.7% | ? | -2.3% | 2.6% | -9.6 | 2.0% | 0.2% | -7.7% | 0.8%
CCc1c(C)nc(N2CCN(c3ccc(F)cc3)CC2)[nH]c1=O | 6.7% | 2.8% | 6.2% | 5.9% | -18.3 | -11.3% | -26.4% | 0.8% | 2.5%

2 compounds from above, reduced to SW480 rereplic, HT1080-NT tox and IL-1B inflam inh:
structure | SW480 rereplic | HT1080-NT tox | IL-1B inflam inh
CC(=O)c1cccc(CN2CCCC(C(=O)Nc3cccc(-n4cccn4)c3)C2)c1 (stereo unspecified) | -25.8% | -13.7% | i
COc1ccc(-c2ccc(S(=O)(=O)NCC3CCCO3)cc2)cc1 (stereo unspecified) | -234.5%[inhibitor] | -21.1% | 4.6
